14-3-3g Raf: modulators of human 14-3-3 gamma - Raf peptide interaction | P61981 | FP, 14-3-3gamma / TMR-pS259-Raf peptide binding | hit rate 0.19% among 160,000 | inhibition, % at 40 µM; in the data active = inhibition above about 30%;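 note: 0% = protein plus tracer without compound and 100% = blank with tracer alone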
Target sequence (P61981 whole entry, looked up): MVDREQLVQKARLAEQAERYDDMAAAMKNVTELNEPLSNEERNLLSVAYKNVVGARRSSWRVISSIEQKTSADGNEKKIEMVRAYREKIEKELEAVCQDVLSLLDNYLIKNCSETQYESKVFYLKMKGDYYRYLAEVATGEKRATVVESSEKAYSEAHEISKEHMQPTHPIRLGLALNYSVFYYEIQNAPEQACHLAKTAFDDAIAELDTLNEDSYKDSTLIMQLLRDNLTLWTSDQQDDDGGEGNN
Numbers without * were called inactive; & = joins results of further samples.

14-3-3g Raf | Compound
-7.3 | Cc1ccc(S(=O)(=O)N2CCN(c3ncnc4c3cnn4-c3ccccc3)CC2)cc1
-2.6 | O=C(O)CNc1c([N+](=O)[O-])c(=O)oc2ccccc12
-9.3 | CCn1c(CNc2ccccc2Cl)nnc1SCCN1CCCCC1
-3.4 | CCN(CC)S(=O)(=O)c1ccc(C(=O)Nc2cccc(C(C)=O)c2)cc1
1.6 | COc1ccccc1CNC(=O)c1ccc(CS(=O)(=O)c2ccc(Cl)cc2)o1
6.1 | CCN(CC)S(=O)(=O)N1CCC(C(=O)NC2CCCCC2C)CC1 (stereo not drawn)
-9.5 | CCn1c(SCC(=O)Nc2ccc(C(C)C)cc2)nc2ccsc2c1=O
-9.8 | O=C1CCCC2=C1C(c1ccccc1[N+](=O)[O-])n1nc(SCc3ccccc3)nc1N2 (stereo not drawn)
-143.4 | Cc1sccc1C1C(C#N)=C(N)SC(N)=C1C#N
-0.2 | COc1ccccc1C1C(C(N)=O)=C(C)Nc2ncnn21 (stereo not drawn)
-92.3 | COc1ccc(N=Cc2ccc(-c3ccc(Cl)c(C(=O)O)c3)o2)cc1
-2.9 | Cc1cccc2cc(C(c3nnnn3Cc3ccc4c(c3)OCO4)N3CCCC3)c(=O)[nH]c12 (stereo not drawn)
-31.4 | COC(=O)c1sc(-c2ccccc2)cc1NC(=O)c1ccc(S(=O)(=O)N2CCc3ccccc32)cc1
2.6 | O=C(Nc1ccc(O)c(-c2nc3ccccc3s2)c1)c1ccc(-c2ccccc2)cc1
0.7 | O=c1[nH]c2cc(Cl)ccc2c(O)c1-c1ccc(Oc2ccccc2)cc1
-8.3 | COc1ccc(-c2cc(C(F)(F)F)nc(SCCC(=O)N3CCN4CCCC4C3)n2)cc1 (stereo not drawn)
-8.2 | Cc1ccc(-n2nc(C)c(S(=O)(=O)c3ccccc3)c2OC(=O)c2ccc([N+](=O)[O-])cc2)c(C)c1
0.9 | O=C(CSc1nc2ccccc2c(=O)[nH]1)c1cccs1
-2.3 | COc1ccc(-n2c(=O)c3c4c(sc3n(CC(=O)NCC3CCCO3)c2=O)CCCC4)c(OC)c1 (stereo not drawn)
0.0 | CC(=O)N1c2c(cc(Br)cc2S(=O)(=O)CCC(=O)Nc2ccccc2Cl)CC1C (stereo not drawn)
-5.3&-9.6 | Cc1cccc(-n2nnc(C(=O)NCc3ccco3)c2N)c1
-78.5 | COc1ccc2cc(C(c3nnnn3CCc3ccccc3)N3CCC(O)CC3)c(=O)[nH]c2c1 (stereo not drawn)
0.7 | CCOC(=O)c1c(NC(=O)c2ccc(OC)c(OC)c2)sc2c1CCCC2
0.3 | O=C(c1nn(-c2ccc(Cl)cc2)c(=O)c2ccccc12)N1CCCC1
-7.4 | O=C(CSc1ncnc2nc[nH]c12)c1ccc(Cl)cc1
6.1&2.0 | COc1cc(-c2nc(-c3ccncc3)no2)cc(OC)c1OC
3.9 | CCOC(=O)C1C2C=CC3(CN(Cc4ccccc4)C(=O)C13)O2 (stereo not drawn)
-14.2 | COc1ccc(NC(=O)CCn2c(=S)oc3ccccc32)cc1Cl
-310.5 | CCN(CC)C(=O)c1ccc2c(c1NCCO)C(=O)c1ccccc1C2=O
-8.2 | CN1C(=O)CC(C(=O)Nc2ccccc2F)SC1=Nc1ccc2c(c1)OCO2 (stereo not drawn)
-4.2 | c1cc2c(cc1NC1=NCCCCC1)OCCO2
-4.3 | Cc1ccc(-n2c(=O)c3sccc3n(CC(=O)Nc3ccccc3C)c2=O)cc1F
-6.0 | O=C(Cn1c(=O)n(-c2ccccc2)c(=O)c2sccc21)NCc1ccco1
-26.6 | O=c1nc(C=Cc2cccn2-c2ccc([N+](=O)[O-])cc2)cc(C(F)(F)F)[nH]1
-7.0 | N#Cc1c(-c2ccccc2)cc(-c2cccs2)nc1Br
-4.8 | CCOC(=O)CCCCC(=O)NC(CO)C(=O)NC (stereo not drawn)
-28.8 | Cc1ccn2c(NC(=O)c3cccc(C(F)(F)F)c3)c(-c3cccs3)nc2c1
-9.0 | COc1ccccc1NC(=O)Cn1cnc2sc(C(=O)N3CCC(C(N)=O)CC3)c(C)c2c1=O
-4.7 | O=C(c1coc(=O)c2ccccc12)N1CCN(c2ccccn2)CC1
-0.9 | N#Cc1c(-c2ccccc2)cc(-c2cccs2)nc1SCC(=O)Nc1cccc([N+](=O)[O-])c1
-10.8 | O=C(COc1ccccc1)Nc1cccnc1
62.2* | O=C(O)c1ccc2c(c1)C1C=CCC1C(c1ccccn1)N2 (stereo not drawn)
-8.0 | Cc1cc2nc(Cc3cccc(Oc4ccccc4)c3)c(=O)[nH]c2cc1C
-7.9 | COc1ccccc1Nc1nc(N)nc(CN2CCN(Cc3ccccc3)CC2)n1
-3.2 | O=C(Nc1ccccc1C(F)(F)F)c1cc(-c2ccc(O)cc2)on1
-7.5 | O=C1CC(c2ccc(Cl)cc2)Oc2ccccc21 (stereo not drawn)
3.0 | COc1ccc(-n2c(C)nc3c(cnn3-c3ccc(Cl)cc3)c2=O)cc1
-2.8 | CC(C)CCNC(=O)Cn1c(NCCC(C)C)nc2c1c(=O)n(C)c(=O)n2C
3.6 | CCCCN1C(=O)C(O)(CC(=O)c2ccc(CC)cc2)c2cc(Br)ccc21 (stereo not drawn)
-21.6 | CCN1C(=O)CC(C(=O)Nc2ccc(F)cc2)SC1=Nc1cccc(C(F)(F)F)c1 (stereo not drawn)
-235.4 | COc1ccc(-[n+]2nc3nonc3[n-]2)cc1
-6.7 | COc1cccc(-c2nn(C)c3sc(C(=O)NC(C)c4ccc5c(c4)OCCO5)cc23)c1 (stereo not drawn)
-2.8 | Cc1c(NC(=O)C2Cc3ccccc3CN2C(=O)c2ccco2)c(=O)n(-c2ccccc2)n1C (stereo not drawn)
-16.6 | Cc1ccccc1NS(=O)(=O)c1ccc2[nH]cc(C(=O)NC3CCCC3)c(=O)c2c1
-83.5 | N#Cc1c(-c2cccc(O)c2)c(C#N)c2nc3ccccc3n2c1N
-1.3 | CC(C)c1ccc(NC(=O)c2cnc3n(c2=O)CCS3)cc1
-11.6 | COC(=O)c1cc(NC(=O)c2ccc(N3CC4CC(C3)c3cccc(=O)n3C4)c([N+](=O)[O-])c2)cc(C(=O)OC)c1 (stereo not drawn)
-2.3 | Cc1ccc(-n2c(SCc3cccc([N+](=O)[O-])c3)nc3[nH]ncc3c2=O)cc1Cl
-14.5 | Cc1sc(C)c(CN2CCOCC2)c1CN1CCOCC1
0.8 | O=C1CCCC2=C1C(c1cccs1)Nc1ccc(C(=O)c3ccccc3)cc1N2 (stereo not drawn)

Additional compounds:
14-3-3g Raf | Compound
5.5 | CN(Cc1ccccc1)C(=O)CCCn1c(=O)[nH]c2cc(Cl)ccc2c1=O
0.6 | Cc1ccc(O)c(CNc2ccccn2)c1
-1.4 | CC(C)(C)c1ccc(C(=O)Nc2ccc(-c3noc(-c4ccc([N+](=O)[O-])cc4Cl)n3)cc2)cc1
-117.0 | O=C(CCCn1c(=S)[nH]c2ccsc2c1=O)Nc1ccccc1
-0.8&-9.7 | Nc1nc(-c2ccc(Cl)cc2)cc(C(F)(F)F)n1
4.3 | Nc1cccc(Oc2ccc3c(c2)C(=O)N(CC2CCCO2)C3=O)c1 (stereo not drawn)
-0.6 | O=C(Nc1nnc(C2CC2)o1)c1ccc(S(=O)(=O)N2CCCc3ccccc32)cc1
-2.0 | COc1ccc(S(=O)(=O)n2nc(OC(=O)c3cc(OC)c(OC)c(OC)c3)cc2N)cc1
-6.0 | N#Cc1ccc(N2CCOCC2)c([N+](=O)[O-])c1
-16.2 | Cc1nc(Nc2ccccc2F)c2c(C)c(C)sc2n1
-1.7 | CCOC(=O)C1=C(C)NC2=C(C(=O)CCC2)C1c1ccc2c(c1)OCO2 (stereo not drawn)
-5.3 | C=CCn1c(SCc2cccc(F)c2)nc2cc(C(=O)N3CCOCC3)ccc2c1=O
-3.4 | CCCCC(=O)NCCc1ccc(S(N)(=O)=O)cc1
-1.0 | O=C(Nc1ccccc1[N+](=O)[O-])c1cc(-c2ccccc2)nc2c(Cl)cccc12
-5.0 | Cc1nn(CC(=O)NCCc2ccccc2)c(=O)c2ccccc12
-3.0 | CCCCOC(=O)c1ccc(NC(=O)CSCc2n[nH]c(=O)[nH]2)cc1
-28.5 | O=C1c2ccccc2C(=O)c2cc(S(=O)(=O)Nc3cccc4cccnc34)ccc21
-2.6 | Cc1cc(-n2sc(Cl)c(C)c2=O)ccc1Cl
-4.5 | O=S(=O)(NC1c2cccc3cccc(c23)C1Sc1ncccn1)c1ccccc1 (stereo not drawn)
-3.6 | CC(=O)Nc1cc(C(=O)NC2CC2)ccc1Sc1ccc(F)cc1
-0.9 | Nc1ncnc(Nc2ccccc2Cl)c1[N+](=O)[O-]
-8.7 | S=c1nc2ccccc2c2[nH]c3ccccc3n12
-9.7 | COc1ccc(C(=O)N2CCc3cc(OC)c(OC)cc3C2C)c(OC)c1 (stereo not drawn)
-7.8 | C/C(CC(O)(/C=N/O)c1ccccc1)=N\O (stereo not drawn)
7.1 | CCOC(=O)C(C#N)c1ccccn1 (stereo not drawn)
-4.7 | COc1cc(C)c(N(C(C)=O)c2ccccc2)c(C)c1
-4.6 | Cc1cc2nc(-c3ccc(NC(=O)c4cccc([N+](=O)[O-])c4C)cc3)oc2cc1C
1.9 | Cc1ccc(S(=O)(=O)Nc2cc3c(C(=O)OC(C)C)c(C)oc3c3ccccc23)cc1
-11.2 | COc1ccc(-c2nnc3sc(CCN4C(=O)c5ccccc5C4=O)nn23)cc1
1.1 | C=CCn1c(SCC(=O)c2ccc(OC)c(OC)c2)nc2sc3c(c2c1=O)CCCC3

Four structures from above, arranged by length of the SMILES, descending.
14-3-3g Raf | Compound
-0.9 | N#Cc1c(-c2ccccc2)cc(-c2cccs2)nc1SCC(=O)Nc1cccc([N+](=O)[O-])c1
-78.5 | COc1ccc2cc(C(c3nnnn3CCc3ccccc3)N3CCC(O)CC3)c(=O)[nH]c2c1 (stereo not drawn)
-7.0 | N#Cc1c(-c2ccccc2)cc(-c2cccs2)nc1Br
-3.4 | CCCCC(=O)NCCc1ccc(S(N)(=O)=O)cc1

Next part:
14-3-3g Raf | Compound
-4.3 | COc1cc(NC(=O)c2cc(-c3ccc(Br)s3)nc3ccccc23)cc(OC)c1
4.9 | COc1ccc(C)cc1-n1nnnc1SCC(=O)Nc1cc(C)on1
-2.0 | Cc1nc2ccccc2c(=O)n1NCc1cc(Br)cs1
-39.1 | COc1ccc(CCN2COc3c(c4c(C(C)=O)c(C)oc4c4ccccc34)C2)cc1OC
-57.5 | O=C(CSc1nc2c(c(=O)n1-c1ccc(Cl)cc1)SCC2)Nc1ccc2c(c1)OCO2
-6.7 | CCN(Cc1ccccc1)S(=O)(=O)c1ccc2oc(C(=O)O)c(C)c2c1
-0.8 | CN(C)S(=O)(=O)c1cccc(C(=O)Nc2ccc(Cl)cn2)c1
-5.9 | O=C(c1cccn2c(=O)c3cc(Cl)ccc3nc12)N1CCc2ccccc2C1
2.5 | CCCC(=O)NCc1ccc2c(c1)cc(C)n2C
-14.5 | Cc1ccccc1Cc1c(C)nc2c(C(=O)NCCC3=CCCCC3)cnn2c1C
0.1 | CCCOc1ccccc1C1CC(=O)Nc2c1ccc1ccccc21 (stereo not drawn)
-6.3 | COc1cc(C(=O)Nc2cccc(-c3nc4cc(C)ccc4o3)c2)cc(OC)c1OC
-9.8 | O=C1NC(c2ccccc2)/C(=C(\O)c2ccc(Br)cc2)C1=O (stereo not drawn)
-1.7 | CCOC(=O)c1c(NC(=O)C(F)(F)F)sc2c1CCCC2
-1.0 | CCCc1cc(=O)oc2cc(C)c3c(-c4ccc(Br)cc4)coc3c12
-6.6 | N#CCN(CC#N)S(=O)(=O)c1ccccc1
-5.7 | Cc1cc(NC(=O)COc2ccccc2)n(-c2ccccc2)n1
-10.6 | COc1cc(Nc2ncnc3c2cnn3-c2cccc(C)c2)cc(OC)c1OC
-4.2 | COc1cc(OC)cc(C(=O)N2CC(=O)Nc3ccc(Cl)cc3C2c2ccccc2)c1 (stereo not drawn)
-0.4 | Cc1ccc(N2C(=O)c3ccccc3NC2C(C)c2ccccc2)cc1 (stereo not drawn)
-3.1 | CCOc1ccccc1CNC(=O)c1cc2occc2n1C
3.1 | COc1ccc(NC(=O)C(C)N(c2ccc(C)cc2)S(C)(=O)=O)c(OC)c1 (stereo not drawn)
3.6 | CCCN(CCC)S(=O)(=O)c1ccc(C(=O)Nc2nc3c(s2)CCCC3)cc1
11.0 | Cc1ccc(C(=O)OCCc2ccccc2)cc1S(=O)(=O)N1CCOCC1
-8.4 | c1ccc(Cc2nn3c(C4COc5ccccc5O4)nnc3s2)cc1 (stereo not drawn)
-5.1 | CC1CCCC(N2CCN(Cc3ccc([N+](=O)[O-])cc3)CC2)C1 (stereo not drawn)
0.3 | c1ccc(NC(=NCc2ccco2)c2ccccc2)cc1
21.8 | CCOc1ccc(/C(O)=C2/C(=O)C(=O)N(CCN(C)C)C2c2ccccc2)cc1Cl (stereo not drawn)
10.0 | Cc1c(NC(=O)c2ccccc2NS(=O)(=O)c2ccc(F)cc2)c(=O)n(-c2ccccc2)n1C
-2.3 | O=C(CSc1nc(-c2ccccc2)nc2c1CCCC2)c1ccccc1
0.6 | O=C(NCCc1cnc[nH]1)c1ccc2c(=O)n(CC3CCCO3)c(=S)[nH]c2c1 (stereo not drawn)
-0.9 | COc1ccc(CNCCNC(=O)c2ccco2)c(OC)c1OC
-2.7 | CC(C)CC(=O)Nc1ccc2oc(-c3cccnc3)nc2c1
-5.0 | COC(=O)c1ccccc1NC(=O)COc1ccc(C(C)(C)c2ccccc2)cc1
0.8 | CCC(=O)c1ccc(OCCn2cncn2)cc1
-2.2 | CCC(=O)N1CCc2cc(Br)cc(S(=O)(=O)N3CCC(C(=O)NC4CCN(Cc5ccccc5)CC4)CC3)c21
-6.1&-4.1 | COC(=O)c1c(NC(=O)c2ccc(Br)o2)sc(C)c1C

Another view of part of the listing above:
COc1cc(Nc2ncnc3c2cnn3-c2cccc(C)c2)cc(OC)c1OC
  14-3-3g Raf: -10.6

COc1cc(OC)cc(C(=O)N2CC(=O)Nc3ccc(Cl)cc3C2c2ccccc2)c1 (stereo not drawn)
  14-3-3g Raf: -4.2

Cc1ccc(N2C(=O)c3ccccc3NC2C(C)c2ccccc2)cc1 (stereo not drawn)
  14-3-3g Raf: -0.4

CCOc1ccccc1CNC(=O)c1cc2occc2n1C
  14-3-3g Raf: -3.1

High-throughput results as filed in PubChem BioAssay.

The list is partial. The share of hits here may be higher or lower than overall.
